# OPRM1-OPRD1 ag: agonists of OPRM1-OPRD1 heterodimerization, primary screen, cell-based, luminescence | Mu-type opioid receptor (Homo sapiens) + Delta-type opioid receptor (Homo sapiens), … | cells | activation, % at 9.3 µM | hit rate 0.3% among 340,000; in the data active means activation above about 18%;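 further: 0% = vehicle-treated cells and 100% = reference agonist; values of inactives mirror those of a sister screen read the other way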
# Target sequence (P35372 whole entry, looked up): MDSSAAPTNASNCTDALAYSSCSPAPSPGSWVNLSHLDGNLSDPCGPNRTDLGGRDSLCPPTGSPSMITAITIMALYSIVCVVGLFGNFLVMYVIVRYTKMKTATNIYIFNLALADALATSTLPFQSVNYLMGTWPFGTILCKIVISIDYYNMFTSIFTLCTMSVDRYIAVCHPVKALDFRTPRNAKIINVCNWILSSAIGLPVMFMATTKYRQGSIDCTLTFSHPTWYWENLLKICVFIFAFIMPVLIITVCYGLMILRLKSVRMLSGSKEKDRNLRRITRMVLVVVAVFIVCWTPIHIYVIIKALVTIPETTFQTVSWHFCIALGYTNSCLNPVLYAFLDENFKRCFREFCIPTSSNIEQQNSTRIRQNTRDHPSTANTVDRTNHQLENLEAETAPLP
# Target sequence (P41143 whole entry, looked up): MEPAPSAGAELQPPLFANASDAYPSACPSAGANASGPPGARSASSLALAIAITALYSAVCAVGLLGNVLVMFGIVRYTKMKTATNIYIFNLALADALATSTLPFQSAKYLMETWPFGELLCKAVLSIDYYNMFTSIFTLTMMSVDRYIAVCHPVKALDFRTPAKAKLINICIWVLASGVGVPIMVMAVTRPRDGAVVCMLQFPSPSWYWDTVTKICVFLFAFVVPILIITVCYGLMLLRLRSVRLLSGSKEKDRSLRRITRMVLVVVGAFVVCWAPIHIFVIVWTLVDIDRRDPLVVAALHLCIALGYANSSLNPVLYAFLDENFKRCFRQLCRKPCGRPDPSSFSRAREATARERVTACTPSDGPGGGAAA
# HTR5A ag: HTR5A agonists in luminescence cell assay, primary screen, counter-screen for OPRM1-OPRD1 heterodimer agonist project, full-deck HTS. 5-hydroxytryptamine receptor 5A (Homo sapiens), P47898. cell-based. activation, % at 9.3 µM. hit rate 0.61% among 340,000; in the data active means activation mostly above about 9.5%, no sharp cut-off; inactive means mostly below about 7.6%;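 further: 0% = cells with vehicle only and 100% = reference agonist; strong numbers were not always called active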
# PfHsp90 set2: growth inhibition of PfHsp90-expressing yeast, primary screen, antimalarial PfHsp90 inhibitor project, S. cerevisiae, BacTiter-Glo luminescence, single point, set 2; BacTiter-Glo ATP, 48 h; yeast lacking PDR1 and PDR3 efflux regulators; inhibition, % at 9.4 µM; hit rate 0.32% among 310,000;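 active means every replicate shows inhibition above about 80%, whatever the replicate mean, limit read from the data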;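 further: 0% = DMSO neutral controls and 100% = 20 µM radicicol positive controls; yeast relying on Plasmodium falciparum Hsp90 in place of its own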
# HTR5A inv ctr: HTR5A inverse agonists in luminescence cell assay, primary screen, counter-screen for OPRM1-OPRD1 heterodimer inverse agonist project, full-deck HTS; AID 504634, 2011; inhibition, % at 9.3 µM; hit rate 0.083% among 340,000; HTR5A cell line, inverse agonism; 5-hydroxytryptamine receptor 5A (Homo sapiens), P47898; in the data active means inhibition mostly above about 23%, no sharp cut-off; inactive means mostly below about 18%;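 further: 0% = cells with DMSO and 100% = no-cell wells with DMSO; some compounds called inactive have numbers as strong as hits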
# PKA-R1A activ: activators of PKA-R1A holoenzyme, primary screen, biochemical, fluorescence polarization, Cy5-IP20, bovine R1A, mouse PKAc | cAMP-dependent protein kinase type I-alpha regulatory subunit (Bos taurus) + … | PKA-R1A dissociation; scaled: DMSO 0%, 113 µM cGMP 100% | activation, % at 11.4 µM | hit rate 0.083% among 340,000;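 active means percent activation above the mean of all tested compounds plus 3 SD, cut at about 19% in these data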;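 further: higher means more PKAc released from R1A so a rise in polarization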
# Pemphigus Ab inh: inhibitors of pemphigus antibody binding to DSG3, primary screen, biochemical, bead-based, flow cytometry, scFv-GFP. hit rate 0.48% among 310,000. AID 588358, 2011. DSG3-coupled beads, scFv-anti-DSG3-GFP binding; stronger effect = lower value. binding (percent of control), % at 10 µM;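 active means binding more than 3 SD below its plate's average and above zero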; further: some compounds called inactive have numbers as strong as hits
# AddAB inh: growth inhibition of E. coli expressing H. pylori AddAB, primary screen, AddAB inhibitor project, absorbance; inhibition, % at 11.9 µM; hit rate 0.29% among 330,000; AID 435030, 2010; in the data active means inhibition above about 12%;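 further: 0% = vehicle wells of infected cells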
# E coli growth: E. coli V3065 growth inhibition, primary screen, counter-screen for AddAB inhibitor project, absorbance, OD600 | 18 h | inhibition, % at 11.9 µM | hit rate 0.27% among 330,000;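 active means inhibition above the campaign's mean inhibition across all tested compounds plus 3 SD, cut at about 9.9% in these data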;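 further: uninfected addAB+ strain grown without phage in ampicillin broth; 0% = DMSO wells and 100% = ciprofloxacin 0.95 µg/ml wells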
# SUMO Mot1 rescue: yeast Mot1-301 growth rescue at high temperature, primary screen, SUMOylation pathway inhibitor project, S. cerevisiae, ATP luminescence, 38.5C; S. cerevisiae Mot1-301 growth rescue; percent above DMSO median, 100 means doubled; growth rescue, % at 18.8 µM; hit rate 1% among 320,000;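 active means every valid replicate shows activation above 250% relative to neutral control wells; inactive means the rest, any valid replicate at or below 250%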;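 further: OY570 slx delta 5 strain wells were the positive control but not used for scaling; some compounds called inactive have numbers as strong as hits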
# phage Ecoli inh: growth loss of phage-infected E. coli, primary screen, RecBCD inhibitor project, absorbance, with phage, HTS | inhibition, % at 11.9 µM | hit rate 0.26% among 360,000; in the data active means inhibition above about 11%
# MOR-DOR inv ag: inverse agonists of MOR-DOR heterodimerization, primary screen, cell-based, luminescence; Mu-type opioid receptor (Homo sapiens) + Delta-type opioid receptor (Homo sapiens), …; cell-based MOR-DOR heterodimer luminescence, inverse agonism; inhibition, % at 9.3 µM; hit rate 0.21% among 340,000; AID 504357, 2011; in the data active means inhibition above about 22%, passing the limit was not always enough;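 further: 0% = cells with DMSO and 100% = wells without cells with DMSO; values of inactives mirror those of a sister screen read the other way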
# * hit, by the source's call; . = not tested or not shown.
structure	Pemphigus Ab inh	HTR5A ag	OPRM1-OPRD1 ag	MOR-DOR inv ag	AddAB inh	phage Ecoli inh	E coli growth	PfHsp90 set2	HTR5A inv ctr	SUMO Mot1 rescue	PKA-R1A activ
Cc1ccc(Cn2c(C3CCCN3c3nc(-c4cc(Cl)c(N)c(Cl)c4)cs3)nc3cc(C(=O)NCCCO)ccc32)cc1 (stereo unspecified)	107.7	1.5	-2.2	10.3	-1.9	0.2	-4.5	-5.0	-5.4	-8.3	-2.0
CC1(C)OC(=O)C(=NNc2ccc(O)cc2)C(=O)O1	101.8	-3.2	2.7	-16.2	15.8*	1.9	4.8	-19.7	-8.7	.	-5.6
S=C(NCc1ccco1)Nc1ccc(Cl)cc1	85.3	7.6	-2.0	10.3	6.5	3.7	1.7	-7.6	15.0	6.9	-10.3
Cc1ccc(NC(=O)c2ccc(-n3cccn3)c([N+](=O)[O-])c2)cc1C	101.2	-2.6	-0.3	1.5	1.9	4.0	0.2	-7.4	1.8	171.3	5.2
O=C(Nc1ccncc1)Nc1ccc(Cl)cc1Cl	.	4.1	2.2	-11.2	.	3.9	.	-16.6	-11.3	-0.9	-3.5
NC(=O)NN=C1C2CCCC1C(c1ccccc1)NC2c1ccccc1 (stereo unspecified)	112.5	8.5	5.1	-26.1	2.9	4.3	2.0	2.7	-24.0	50.9	-13.6
C1CC(CN2CCOCC2)CN(Cc2nc(CC3CC3)no2)C1 (stereo unspecified)	101.8	-0.5	-2.8	13.1	4.4	0.9	-0.8	13.6	7.4	-15.6	-13.6
COc1ccc(CN(CCN)C2CC(C)N(C)CC2C)cc1 (stereo unspecified)	107.6	-4.2	-3.9	17.7	0.5	1.4	0.8	-4.5	15.6	3.8	-0.6
Cc1[nH]c2ccccc2c1SCC(=O)N1CCOCC1	110.0	-1.3	-1.9	10.6	-0.5	1.5	0.9	11.5	9.2	-1.8	-16.4
CCOc1ccc(NC(=O)c2sc3nc(C)nc(N4CCOCC4)c3c2C)cc1	97.2	7.2	-1.2	6.2	2.2	2.5	-0.2	-11.0	-19.3	231.1	-6.5
O=C(Nc1cnccn1)Nc1cccc(Cl)c1Cl	85.9	-5.2	-2.8	14.0	2.2	4.1	-0.7	20.9	1.1	-0.9	2.4
CCOc1cc(N2CCOCC2)c(OCC)cc1NC(=O)CC12CC3CC(CC(C3)C1)C2	99.3	4.6	4.0	-21.5	2.6	0.2	-1.7	-39.3	-16.2	22.0	8.3
O=C(Nc1ncccc1O)c1ccc(C(=O)c2ccccc2)cc1	102.8	4.8	-4.9	23.7	-0.2	0.4	1.4	14.6	24.4	9.3	-4.7
Cc1ccccc1OCc1nnc(SCC(=O)O)n1-c1ccccc1	106.7	5.0	-0.1	0.7	0.2	3.8	1.1	-4.1	30.1	-2.6	-3.7
COc1ccc2nc3ccccc3nc2c1NC(=O)c1ccc(Cl)cc1	105.8	3.9	-2.0	11.0	4.1	0.9	2.8	-43.5	-22.9	14.1	0.8
Cc1ccc(NC(=O)Nc2cc(-c3ccccc3)nn2C)cc1Cl	.	-4.2	3.8	-18.8	3.2	2.9	2.2	-19.3	-16.0	-8.5	-7.1
CCN(C(=O)COC(=O)c1cnccn1)c1cccc2ccccc12	93.8	1.1	-1.3	6.8	0.8	2.2	0.5	.	-4.0	-9.5	5.2
c1ccc2c(-c3nc4ncccc4o3)cccc2c1	100.4	0.3	0.3	-1.4	4.3	1.4	-1.7	-18.1	-16.2	-12.9	-12.7
CCn1c(SCc2c(Cl)cccc2Cl)nc2nc3c(cc2c1=O)CCCC3	115.7	-2.8	-0.1	0.3	-3.0	-2.0	-0.8	-4.2	7.8	-6.2	3.0
O=C(Nc1cccc(O)c1)c1ccc(C(=O)c2ccccc2)o1	103.4	-2.3	-0.8	5.8	1.4	5.8	0.4	-2.4	8.1	3.1	-0.2
O=C(O/N=C\c1ccc(N2CCOCC2)c([N+](=O)[O-])c1)c1ccc(F)cc1	102.5	3.6	-1.6	9.0	-0.8	1.9	2.5	16.6	-5.7	-18.5	-3.3
CCOC(=O)C1=C(Nc2ccc(Br)cc2)CC(C)(O)C(C(=O)OCC)C1c1ccccc1 (stereo unspecified)	103.7	-3.3	-0.8	4.8	2.2	0.5	-1.7	-22.4	10.2	-1.7	-6.2
Cc1cc(C(=O)CSc2n[nH]c(N)n2)c(C)n1-c1cc(F)ccc1F	103.2	6.9	-1.9	10.6	0.2	-0.6	0.2	-17.2	15.4	-16.5	13.0
CN(C)c1ccc(N=Nc2ccc(C(=O)O)cc2)cc1	95.1	0.8	-3.2	18.3	1.3	0.2	-6.3	-14.4	-2.9	28.2	-3.1
CCOc1nc(NCc2ccco2)nc(Nc2ccccc2F)n1	112.4	-0.8	-1.5	8.5	0.0	0.3	-4.0	-4.1	-27.2	241.1	-10.3
COCCn1c(SCC(=O)NC2CC2)nnc1-c1ccc(Cl)cc1	105.8	-5.1	-4.0	15.5	-0.9	3.5	-0.7	.	4.0	22.5	0.6
COc1ccc(C)cc1NC(=O)CNC(C)C(=O)Nc1cc(Cl)ccc1Cl (stereo unspecified)	104.8	-5.9	2.4	-12.3	1.3	1.1	-1.0	-34.6	-18.8	.	-7.0
CS(=O)(=O)Oc1ccccc1/C=C1/N=C(c2ccc(F)cc2)OC1=O	97.8	3.6	-1.8	9.6	1.4	1.3	-1.0	-7.1	18.4	9.9	10.8
N#Cc1c2nc3ccccc3nc2n2cc(NC(=O)c3ccc(F)cc3)ccc12	67.8	2.3	1.7	-11.2	.	2.1	.	2.8	-5.6	.	9.9
O=C(NCc1ccccc1)C1=C[C@H](c2ccc3c(c2)OCO3)C[C@H](OCc2ccc(CO)cc2)O1	103.5	12.7	-0.3	1.9	6.2	2.6	0.1	40.4	-34.3	-0.1	-3.8
c1ccc(-c2ccccc2OCCOCCN2CCNCC2)cc1	100.3	-1.4	-0.1	0.4	1.8	1.6	-1.6	-31.2	8.4	7.9	0.0
COc1ccccc1/C=C/C=N/NC(=O)c1cccs1	115.5	-1.3	0.5	-2.7	2.7	1.5	2.4	-20.4	4.2	-23.1	8.7
CC(C)(C)c1nnc2cccc(Cl)n12	100.3	-2.6	-4.2	19.4	-0.5	2.3	0.1	-5.9	7.2	.	2.1
Cn1nc([N+](=O)[O-])nc1Oc1ccccc1N	95.1	0.5	-0.5	2.6	9.0	2.0	3.0	-24.2	-9.6	310.2	-5.7
O=C(NC1CCCCC1)C1CC(=O)N(CCc2ccc(F)cc2)C1 (stereo unspecified)	97.1	0.9	-0.4	2.6	3.6	-0.4	-2.3	17.6	3.2	2.2	-4.6
O=C(c1ccco1)N1CCN(c2cc(N3CCOCC3)c(F)cc2[N+](=O)[O-])CC1	103.9	1.1	-3.6	19.0	-1.2	3.2	-0.7	2.9	-3.1	2.9	-7.2
COc1ccc(NC(=O)CSc2nc3c(c(-c4cccs4)c2C#N)CN(C)CC3)cc1OC	116.5	-3.0	1.0	-6.0	-1.3	2.9	-1.2	-9.4	15.8	-19.1	7.2
Cc1cc(C)c(C#N)c(SCC(O)CS(=O)(=O)Cc2ccccc2)n1 (stereo unspecified)	78.8	12.1*	0.2	-1.3	3.2	1.1	0.3	-7.0	-5.0	24.4	6.7
CCc1nc(NCC2CCCO2)c2oc3ccccc3c2n1 (stereo unspecified)	110.2	-3.1	-0.1	0.5	0.4	3.3	4.1	7.4	8.7	399.7	-8.5
COc1ccc(OC)c(C(c2nnnn2Cc2ccccc2)N2CCN(C3CCCCC3)CC2)c1 (stereo unspecified)	105.7	5.7	1.4	-5.8	2.8	2.5	1.4	11.5	-14.3	5.2	-7.1
CCCCC/C=C\C[C@H](O)/C=C/c1cccc(C[C@H](O)CCCCO)n1	.	1.5	-1.6	8.8	-1.4	3.3	-3.5	-2.7	-5.5	187.1	-14.7
O=C(Nc1ccc(S(=O)(=O)Nc2nccs2)cc1)c1cccc(N2C(=O)c3ccccc3C2=O)c1	105.9	3.0	-2.7	14.2	2.5	0.5	-0.4	-10.4	-9.4	35.8	-1.4
COc1ccccc1C(=O)NCCCNC(=O)c1ccccn1	114.7	4.6	0.1	-0.4	2.0	0.5	0.9	-24.8	9.8	-11.4	-9.8
CCn1c(=O)cc(OCC(=O)NCc2ccco2)c2ccccc21	96.2	-1.7	-2.1	10.4	5.3	3.3	1.3	19.9	4.5	10.5	10.3
O=C(/C=C/c1ccccc1)Oc1coc(CSc2ncccn2)cc1=O	104.0	3.8	-1.7	9.2	-1.5	1.4	0.6	-43.0	-0.2	-4.3	11.4
CNC(=O)CSc1nnc(-c2cc(C)cc(C)c2)o1	97.5	3.0	2.1	-12.8	0.9	3.4	0.6	.	-6.9	20.8	1.8
CC(=O)c1ccc(NC(=O)C(C)OC(=O)c2ccc(Br)o2)cc1 (stereo unspecified)	112.3	-2.6	-3.5	14.2	2.2	1.2	-1.9	1.3	6.7	-1.1	-12.3
Cc1ccc(NC(=O)N2CCN(C(=O)c3ccco3)CC2)cc1Cl	103.3	4.7	-2.8	19.1	2.4	-0.2	2.8	17.6	0.4	-5.6	-10.8
Cc1cc(NC(=O)CSc2nnc(C)n2C)no1	99.9	-4.9	-0.7	4.8	3.7	4.3	-2.2	-6.0	-3.8	-0.1	12.6
CCCC(=O)Nc1nc2nc(-c3ccccc3)cc(-c3ccccc3)n2n1	88.3	-0.2	1.7	-9.2	2.1	-0.6	1.6	.	-2.5	.	-6.3
Cc1sc2ncnc(Nc3ccccc3)c2c1C	101.4	-3.9	1.2	-6.2	0.7	2.5	2.4	-47.6	8.7	370.8*	-5.1
Cc1nn(-c2ccccc2)c(C)c1C(=O)OCC(=O)NC(=O)NC1CCCCC1	110.8	-4.1	6.0	-25.0	2.7	2.8	-1.8	18.0	-17.5	-1.6	-9.0

# 3 entries from above, arranged by length of the SMILES, ascending:
structure	Pemphigus Ab inh	HTR5A ag	OPRM1-OPRD1 ag	MOR-DOR inv ag	AddAB inh	phage Ecoli inh	E coli growth	PfHsp90 set2	HTR5A inv ctr	SUMO Mot1 rescue	PKA-R1A activ
Cc1ccc(NC(=O)N2CCN(C(=O)c3ccco3)CC2)cc1Cl	103.3	4.7	-2.8	19.1	2.4	-0.2	2.8	17.6	0.4	-5.6	-10.8
CC(=O)c1ccc(NC(=O)C(C)OC(=O)c2ccc(Br)o2)cc1 (stereo unspecified)	112.3	-2.6	-3.5	14.2	2.2	1.2	-1.9	1.3	6.7	-1.1	-12.3
Cc1nn(-c2ccccc2)c(C)c1C(=O)OCC(=O)NC(=O)NC1CCCCC1	110.8	-4.1	6.0	-25.0	2.7	2.8	-1.8	18.0	-17.5	-1.6	-9.0
